Source: PubChem BioAssay
L3MBTL1 block – L3MBTL1 (human) inhibition. AlphaScreen L3MBTL1–H3K9me1 peptide binding. Potency, µM (highest dose often 57.1 µM), for inactives: at the highest dose activity, negative = inhibition, actives largely listed as inhibitors. 230,000 compounds, 0.66% hits; also: nearly all actives have a fitted effect of over 60% in size
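Displacement of a biotinylated histone H3(1-15) peptide monomethylated at Lys9 (75 nM) from L3MBTL1 (50 nM) was measured by AlphaScreen after a 30 min room-temperature compound incubation; cefsulodin titration served as intraplate control.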
Tau fluor cs – counter-screen for tau fibril formation inhibitors; AID 1463; tau K18 P301L Alexa594 fluorescence, heparin fibrillization; Potency, µM (doses to about 57.7 µM), inactives show at the highest dose activity change, negative = decrease; 280,000 compounds, 0.93% hits; also: nearly all actives have a fitted effect of over 55% in size
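Human K18 P301L tau (15 uM unlabeled plus 0.24 uM Alexa 594-labeled, final) in 100 mM sodium acetate pH 7 was mixed with compound and 20 uM heparin and incubated 6 hr at 37 C.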
TRb-SRC2 inh – disrupts binding of human TR beta to SRC2 | P10828 | TRbeta-SRC2 peptide binding, fluorescence polarization; receptor liganded with 1 µM T3 | Potency, µM (titrated, usually from 106 µM), for inactives: at the highest dose activity change, negative = inhibition, most hits filed as inhibitors | 280,000 compounds, 0.065% hits;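 also: plate controls were bound peptide for no effect and peptide without receptor for full effect; nearly all actives have a fitted effect of over 50% in size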
Target sequence (P10828 whole entry, looked up): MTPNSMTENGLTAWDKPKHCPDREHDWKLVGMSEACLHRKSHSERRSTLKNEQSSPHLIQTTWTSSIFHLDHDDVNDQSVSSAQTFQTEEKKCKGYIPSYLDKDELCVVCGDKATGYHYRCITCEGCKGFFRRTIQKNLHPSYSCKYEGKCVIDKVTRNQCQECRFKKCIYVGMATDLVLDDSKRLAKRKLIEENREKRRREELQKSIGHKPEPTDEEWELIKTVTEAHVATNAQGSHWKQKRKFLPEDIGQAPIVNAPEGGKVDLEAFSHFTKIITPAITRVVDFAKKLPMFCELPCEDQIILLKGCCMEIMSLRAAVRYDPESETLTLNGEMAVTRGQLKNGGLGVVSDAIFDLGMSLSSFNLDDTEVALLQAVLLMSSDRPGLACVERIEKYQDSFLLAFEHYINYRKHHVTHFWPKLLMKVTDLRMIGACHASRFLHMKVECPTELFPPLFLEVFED
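Quantitative HTS by FP: 0.6 uM TRb LBD, 20 nM labeled SRC2 20-mer, 1 uM T3, 5% DMSO; 5 hr ambient incubation; % activity per concentration and potencies from concentration series.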
TR SRC2 fluor cs – counter-screen for TRb-SRC2 inhibitors: fluorescence interference. 280,000 compounds, 0.29% hits. TRb/SRC2 Texas Red total fluorescence interference. Potency, µM (series often up to 106 µM), without a hit: top-dose fluorescence change, negative = quenching; active = well fitted curve in either direction with a large enough effect; inconclusive = small, poorly fitted or top-dose-only effect
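Human TRβ ligand-binding domain (0.6 uM) and Texas Red SRC2 peptide (20 nM) in Tris buffer with 1 uM T3 and 5% DMSO were incubated with pinned compound for 5 hr at ambient temperature. Total fluorescence was computed as S + 2P (555/632 nm).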
GLA spleen mod – inhibits or activates alpha-galactosidase in human spleen homogenate | AID 2107 | human spleen homogenate, 4MU-alpha-Gal fluorescence, 40 min | 240,000 compounds, 0.008% hits | P06280 | Potency, µM (series often up to 80 µM), for the others: top-dose activity change, negative = inhibition, actives largely listed as inhibitors;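 also: 0% = enzyme with vehicle and -100% = no enzyme basal signal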
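Human spleen homogenate (1 ug) was the enzyme source, with 4-methylumbelliferyl-alpha-D-galactopyranoside (1 mM final) in pH 5.0 citrate buffer with 0.01% Tween-20. Compounds were titrated; after 40 min at 37C, NaOH/glycine stop, 4-MU fluorescence read; AC50 from Hill fits.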
Tau FP inhib – blocks human tau fibril formation measured by polarization; P10636; K18 P301L tau heparin fibrillization, Alexa594 FP, 6 h; Potency, µM (top dose mostly 57.7 µM), for the others: top-dose activity, negative = inhibition, actives largely listed as inhibitors; 280,000 compounds, 0.39% hits; AID 1468; also: nearly all actives have a fitted effect of over 55% in size
Target sequence (P10636 561-689 P618L limits assumed): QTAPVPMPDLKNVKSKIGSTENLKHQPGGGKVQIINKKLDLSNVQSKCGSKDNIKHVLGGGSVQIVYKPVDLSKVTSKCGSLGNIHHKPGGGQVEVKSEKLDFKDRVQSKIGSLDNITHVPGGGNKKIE
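Recombinant K18 P301L […], labeled with Alexa 594 at 0.24 uM over 15 uM unlabeled; heparin inducer 20 uM final; 37 C, 6 hr; FP endpoint.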
Tau fibril ThT – tau fibrillization inhibition (ThT binding) | P10636 | recombinant tau K18 P301L (four-repeat tau fragment), heparin-induced fibrillization, ThT fluorescence | Potency, µM (series often up to 57.4 µM), without a hit: at the top dose activity, negative = inhibition, usual class: inhibitors | 270,000 compounds, 2.1% hits; also: nearly all actives have a fitted effect of over 55% in size
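Recombinant human tau K18 fragment […] carrying P301L, 15 uM unlabeled plus 0.24 uM Alexa 594-labeled, was fibrillized with 20 uM heparin in 100 mM sodium acetate pH 7 for 6 hr at 37 C; 30 uM ThT fluorescence read after 1 hr.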
ALDH1A1 block – blocks purified human ALDH1A1 activity; P00352; Purified ALDH1A1, NADH fluorescence, propionaldehyde substrate; Potency, µM (highest dose often 75.3 µM), without a hit: top-dose activity, negative = inhibition, hits mostly inhibitors; 220,000 compounds, 7.3% hits; AID 1030; active = well fitted inhibition curve with a large enough effect, not every such curve was filed as active; inconclusive = small, poorly fitted or top-dose-only effect, or another doubt; inactive = no such curve, though single readings can be large or run the other way;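 also: plate controls were no enzyme wells and a reference inhibitor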
Target sequence (P00352 whole entry, looked up): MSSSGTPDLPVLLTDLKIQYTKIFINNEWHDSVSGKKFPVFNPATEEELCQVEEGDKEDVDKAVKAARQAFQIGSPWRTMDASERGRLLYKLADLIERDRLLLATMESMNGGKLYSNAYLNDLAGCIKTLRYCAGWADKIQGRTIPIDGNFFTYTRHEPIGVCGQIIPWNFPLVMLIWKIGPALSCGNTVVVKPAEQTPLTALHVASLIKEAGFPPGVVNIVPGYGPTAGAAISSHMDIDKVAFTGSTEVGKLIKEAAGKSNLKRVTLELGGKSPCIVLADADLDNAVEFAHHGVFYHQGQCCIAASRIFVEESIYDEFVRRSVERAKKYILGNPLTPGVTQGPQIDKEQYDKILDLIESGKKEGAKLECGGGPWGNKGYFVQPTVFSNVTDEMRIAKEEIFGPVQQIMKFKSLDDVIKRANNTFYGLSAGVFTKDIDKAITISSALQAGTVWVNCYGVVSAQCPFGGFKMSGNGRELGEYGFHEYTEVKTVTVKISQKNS
Numbers without * were called inactive; ? = inconclusive; · = no result given; [ ] = another dose, or the depositor's remark. Unless noted, calls follow the shape of the dose curve; as a rule, active = well fitted curve in the direction sought with a large enough effect; inconclusive = small, poorly fitted or top-dose-only effect, or another doubt; inactive = no such curve, though single readings can be large; an effect the other way counts as inactive or inconclusive. Unless noted, % is scaled to controls: 0 for no effect and ±100 for the full control effect; potency is read from the fitted curve at half-maximal effect. Outcome played no part in choosing rows (roughly 8.5% active in at least one column).

Start of the data: the first 3 records, ahead of the listing:
no.	Compound	L3MBTL1 block	Tau fluor cs	TRb-SRC2 inh	TR SRC2 fluor cs
1	Cc1ccc(-n2[nH]c(C)c(/C=N/n3c(C)nc4ccccc4c3=O)c2=O)cc1	2%	-29%	8%	0%
2	NS(=O)(=O)c1ccc(NC(=O)COc2ncnc3sccc23)cc1	11%	-6%	-4%	-1%
3	CC/C(C)=N/Nc1ccc(S(=O)(=O)N2CCCC2)cc1[N+](=O)[O-]	-23%	-24%	-6%	-1%

no.	GLA spleen mod	Tau FP inhib	Tau fibril ThT	ALDH1A1 block
1	2%	?	25µM*	?
2	-1%	-3%	4%	·
3	-2%	-1%	?	-3%

This part in full, from the first entry:
no.	Compound	L3MBTL1 block	Tau fluor cs	TRb-SRC2 inh	TR SRC2 fluor cs
1	Cc1ccc(-n2[nH]c(C)c(/C=N/n3c(C)nc4ccccc4c3=O)c2=O)cc1	2%	-29%	8%	0%
2	NS(=O)(=O)c1ccc(NC(=O)COc2ncnc3sccc23)cc1	11%	-6%	-4%	-1%
3	CC/C(C)=N/Nc1ccc(S(=O)(=O)N2CCCC2)cc1[N+](=O)[O-]	-23%	-24%	-6%	-1%
4	CC1CCN(c2nc3ccccc3nc2SCC(=O)Nc2ccccc2C(C)C)CC1	·	-1%	-1%	-13%
5	O=Cc1ccc(OC2OCCOC2Oc2ccc(C=O)cc2)cc1 (stereo not given)	2%	-3%	-2%	-2%
6	N#CC1=C(N)Oc2ccccc2C12C(=O)Nc1n[nH]c(-c3ccccc3)c12 (stereo not given)	-20%[11.4 µM]	-3%	-13%	1%
7	Cc1oc(-c2cc3c(cc2Cl)OCO3)nc1CN1CCCC1c1ccc(F)cc1 (stereo not given)	-9%	-6%	3%	-1%
8	COc1ccc(OC)c(NC(=O)Cn2cc(S(=O)(=O)c3ccccc3)c(=O)c3cc(C)ccc32)c1	·	?	3%	1%
9	COc1cc(/C=N/n2c(-c3ccccc3)n[nH]c2=S)ccc1O	-12%	-25%	6%	-3%
10	Cc1ccccc1C(=O)OCc1cc(=O)n2c(C)csc2n1	·	-16%	-7%	-48%
11	CC(=O)N1CCC(=NNc2nc3ccccc3s2)CC1	-17%	-21%	-4%	-4%
12	O=C1CSC(=S)N1/N=C/c1ccc(O)c(O)c1O	1.1µM*	?	12%	-16%

no.	GLA spleen mod	Tau FP inhib	Tau fibril ThT	ALDH1A1 block
1	2%	?	25µM*	?
2	-1%	-3%	4%	·
3	-2%	-1%	?	-3%
4	·	3%	-7%	·
5	-4%	1%	-18%	?
6	6%	2%	-4%	2%
7	3%	9%	-13%	-8%
8	·	-3%	-8%	·
9	14%	-5%	?	25µM*
10	·	-9%	?	·
11	1%	1%	?	-1%
12	-6%	7.1µM*	3.5µM*	·

(next part)
no.	Compound	L3MBTL1 block	Tau fluor cs	TRb-SRC2 inh	TR SRC2 fluor cs
13	CCC1=C(c2ccc(C)cc2)S(=O)(=O)N=C1N1CCC(C(=O)N2CCCCC2)CC1	·	-3%	0%	-3%
14	Cc1ccc(C)n1-c1ccc(C#N)cn1	?	6%	-9%	-3%
15	CCc1ccccc1NC(=O)CSc1ncc2c(n1)-c1cc(Cl)ccc1N(Cc1ccccc1)S2(=O)=O	·	-24%	5%	-1%
16	COC(=O)CSc1nc(C)c2c(n1)CCCC2	1%	-3%	3%	-6%
17	O=C(Nc1ccc2nc(SCC(=O)N3CCOCC3)sc2c1)c1cccc(Cl)c1	·	?	-2%	4%
18	CN1C(=O)CC(P(=O)(c2ccccc2)c2ccccc2)N(C)C1=O (stereo not given)	5%	9%	-2%	-1%
19	Cc1noc(NS(=O)(=O)c2ccc(NC(=O)CSc3nc4c(cc3C#N)CCC4)cc2)c1C	-3%	-11%	-5%	-2%
20	O=C1Nc2ccccc2N=C(c2ccccc2)C1N1CCOCC1 (stereo not given)	3%	-5%	-7%	1%
21	COc1ccc(-c2cccc([C@H]3[C@@H]4C=CCC[C@@]4(C)C(=O)N3Cc3ccccc3)c2)cc1	·	-9%	-7%	-2%
22	O=C(Nc1nc2ccccc2n1CCOc1ccc(Cl)cc1)c1ccco1	-3%	-18%	-4%	0%
23	COc1cccc(Oc2ccc(C(F)(F)F)cc2N)c1	32%[activator]	-29%	8%	-1%
24	COc1ccc2c(c1)c(C(=O)N/N=C/c1ccc(Cl)cc1)c(C)n2C	1%	-20%	3%	-1%

no.	GLA spleen mod	Tau FP inhib	Tau fibril ThT	ALDH1A1 block
13	·	-3%	-4%	·
14	3%	10%	4%	?
15	·	-11%	2%	·
16	1%	-6%	-5%	11%
17	·	-15%	7%	·
18	-1%	1%	-2%	2%
19	-8%	-3%	?	?
20	13%	7%	-12%	22µM*
21	4%	3%	?	·
22	7%	-9%	?	?
23	-17%	?	-13%	5%
24	3%	13%	?	·

Remaining list, next part:
no.	Compound	L3MBTL1 block	Tau fluor cs	TRb-SRC2 inh	TR SRC2 fluor cs
25	Clc1ccc(-c2nnc(NC3=NCCCCC3)o2)cc1	1%	-7%	-1%	-2%
26	Cc1ccc(C)c(S(=O)(=O)N=Nc2c(O)[nH]c3ccccc23)c1	-4%	-1%	2%	-6%
27	COc1ccc(-n2nc3ccc(NC(=O)COc4ccc(C)c(C)c4)cc3n2)cc1	·	-10%	-3%	3%
28	Cc1oc(C)c(C(=O)Nc2ccc(CC(=O)O)cc2)c1C(=O)Nc1ccc(CC(=O)O)cc1	·	5%	-4%	-1%
29	O=C(NCC(O)c1ccccc1)c1ccccc1 (stereo not given)	11%	-2%	-1%	0%
30	COc1ccc(C(CC(=O)NCc2ccccc2)N2Cc3ccccc3C2=O)cc1 (stereo not given)	·	-5%	6%	-1%
31	Cc1c(C#N)sc(C(N)=O)c1C	49%	14%	-2%	-5%
32	O=C(COc1ccc(Br)cc1)N1CCC(c2ccccc2)C1 (stereo not given)	53%[activator]	-8%	-21%	0%
33	O=C(NCc1ccccc1)c1ccccc1OCC(=O)N1CCCCC1	·	-6%	1%	0%
34	COc1nc(Nc2ccc(C(C)C)cc2)nc(OC)n1	4%	-2%	1%	-10%
35	CCC(C(=O)OC)n1cnc2c(nnn2-c2ccc(OC)cc2)c1=O (stereo not given)	4%	-12%	-16%	1%
36	N#Cc1ccc(Oc2ccc(NC(=O)C3CC=CCC3C(=O)O)cc2)cc1 (stereo not given)	2%	-10%	-5%	2%

no.	GLA spleen mod	Tau FP inhib	Tau fibril ThT	ALDH1A1 block
25	0%	2%	-15%	7%
26	-7%	2%	4%	10µM*
27	·	3%	?	·
28	-12%	2%	-13%	2%
29	4%	6%	-5%	0%
30	·	7%	8%	·
31	-6%	6%	14%	-5%
32	-15%	-4%	?	?
33	6%	-3%	-8%	-8%
34	0%	-8%	6%	?
35	1%	-7%	-7%	-15%
36	-8%	-9%	-9%	0.5µM*

Next results.
no.	Compound	L3MBTL1 block	Tau fluor cs	TRb-SRC2 inh	TR SRC2 fluor cs
37	CCOC(=O)c1nc(Nc2ccc(C(=O)OCC(C)C)cc2)c2ccccc2n1	·	?	4%	-1%
38	Fc1ccccc1Cc1cn2cc(-c3ccc(Cl)cc3)nc2s1	·	-7%	6%	5%
39	O=C(O)/C=C/C(=O)Nc1ccccc1-c1ccccc1	1%	5%	7%	0%
40	Cc1ccc(NC(=O)N2CCC(=O)N2)cc1	9%	-15%	2%	2%
41	Cc1nn(-c2ccccc2)c(CC(C)(C)C(=O)O)c1C(=O)O	6%	-6%	1%	-5%
42	COc1cc(CCNC(=O)c2cnn3ccccc23)cc(OC)c1OC	·	-7%	-7%	-3%
43	COC(=O)C(C)(C)ONC(=O)Nc1ccc(Br)cc1	5%	1%	3%	-1%
44	COc1ccc(NC(=O)C2(c3ccc(NC(=O)c4ccc(C)cc4)cc3)CCCC2)cc1	0%	8%	-9%	-1%
45	C/C(=N\NC(=O)c1c(Cl)c(C)nn1C)c1ccc(NC(=O)c2ccncc2)cc1	6%	-27%	7%	-2%
46	CCOC(=O)c1cc(C)n(CCc2ccccc2)c1C	-3%	-9%	-8%	0%
47	CCOC(=O)/C(C)=N/Nc1nc(-c2ccc(NC(C)=O)cc2)cs1	·	?	7%	-3%
48	COC(=O)c1ccc(NC(=O)C(=O)N2CCCC2)cc1	·	-3%	0%	-3%

no.	GLA spleen mod	Tau FP inhib	Tau fibril ThT	ALDH1A1 block
37	·	?	14%	·
38	·	-13%	-3%	·
39	-11%	3%	10%	?
40	9%	0%	-17%	?
41	-4%	4%	-13%	4%
42	-1%	7%	-20%	?
43	6%	-5%	5%	-2%
44	-2%	-9%	6%	-8%
45	1%	-11%	?	?
46	7%	5%	-12%	-13%
47	-10%	?	·	·
48	4%	4%	2%	7%

Exported with tabs: entries from further up
item	Molecule	L3MBTL1 block	Tau fluor cs	TRb-SRC2 inh	TR SRC2 fluor cs	GLA spleen mod	Tau FP inhib	Tau fibril ThT	ALDH1A1 block
42	COc1cc(CCNC(=O)c2cnn3ccccc23)cc(OC)c1OC	·	-7%	-7%	-3%	-1%	7%	-20%	?
47	CCOC(=O)/C(C)=N/Nc1nc(-c2ccc(NC(C)=O)cc2)cs1	·	?	7%	-3%	-10%	?	·	·
48	COC(=O)c1ccc(NC(=O)C(=O)N2CCCC2)cc1	·	-3%	0%	-3%	4%	4%	2%	7%
45	C/C(=N\NC(=O)c1c(Cl)c(C)nn1C)c1ccc(NC(=O)c2ccncc2)cc1	6%	-27%	7%	-2%	1%	-11%	?	?

(list continues)
no.	Compound	L3MBTL1 block	Tau fluor cs	TRb-SRC2 inh	TR SRC2 fluor cs
49	C=CCNC(=O)C(=O)NCCCN1CCOCC1	8%	3%	4%	2%
50	CCOC(=S)SCc1cn2ccc(C)cc2n1	1%	-11%	6%	2%
51	COc1cc(NS(=O)(=O)c2ccc(Nc3nc(-c4ccccn4)cs3)cc2)nc(OC)n1	-12%	-26%	5%[53 µM]	-1%[53 µM]
52	CC(C)[C@@H]1NC(=O)c2cc([N+](=O)[O-])cc(I)c2NCCC[C@@H](C(=O)NC(CC(=O)O)C(N)=O)NC(=O)[C@H](CO)NC1=O (stereo not given in full)	1%	-7%	1%	-2%

no.	GLA spleen mod	Tau FP inhib	Tau fibril ThT	ALDH1A1 block
49	-2%	0%	3%	10%
50	3%	?	?	-8%
51	-8%	14%	-13%	6%
52	-2%	-5%	-5%	4%
